MCL1-BIM inh: inhibitors of human MCL1 binding to BIM-BH3 peptide. GST-MCL1 / FITC-Bim-BH3 fluorescence polarization. inhibition, % at 10.9 µM. actives 0.68% (n = 320,000). AID 2057. Q07820;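 active = inhibition above the mean inhibition of all tested compounds plus 3 SD, set per campaign, cut at about 40% in these data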;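 note: 0% = DMSO wells and 100% = unlabeled Bim-BH3 peptide control; higher means more loss of mP so more displacement of Bim peptide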
TPT1 inh: C. albicans TPT1 enzyme inhibition; recombinant caTPT1, FP RNA substrate dephosphorylation; inhibition, % at 5 µM; actives 0.81% (n = 300,000); AID 1962;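 active = inhibition above the mean of all tested compounds plus 3 SD, set per screening campaign, cut at about 24% in these data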;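 note: plate controls were DMSO alone for no effect and ferristatin control at 100 nM for full effect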
Bcl-xL primary: blocks human Bcl-xL binding to Bim BH3 peptide; GST-Bcl-xL / FITC-Bim BH3 peptide fluorescence polarization; inhibition, % at 10.9 µM; actives 0.7% (n = 320,000);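 active = inhibition above the mean of all tested compounds plus 3 SD, cutoff set per campaign, cut at about 30% in these data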;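 note: 0% = DMSO wells and 100% = unlabeled Bim-BH3 peptide competitor; inhibitors lower millipolarization by displacing the labeled peptide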
Fam108B counter: counter-screen for RBBP9 inhibitors: inhibitors of mouse Fam108B; recombinant Fam108B, FP-Rh probe fluorescence polarization; inhibition, % at 9.51 µM; actives 0.33% (n = 300,000);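 active = inhibition above the screen mean inhibition plus 3 SD, computed separately per campaign, cut at about 18% in these data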;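 note: inhibitors lower polarization as less probe binds the enzyme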
GLD-1 RNA inh: GLD-1-TGE RNA interaction inhibition (C. elegans); purified GLD-1 + fluorescein TGE RNA, fluorescence polarization; actives 0.44% (n = 320,000); AID 2280; inhibition, % at 5.96 µM; Q17339;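 active = percent inhibition above a per-plate cutoff, the plate mean of test compounds plus 3 SD, cut at about 30% in these data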;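 note: 0% = DMSO wells with GLD-1 and probe and 100% = wells lacking GLD-1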
GSTO1 counter: blocks human GSTO1 in RBBP9 counter-screen. inhibition, % at 5.96 µM. P78417. recombinant GSTO1, activity-based probe fluorescence polarization. actives 1.1% (n = 300,000);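 active = inhibition above the campaign mean inhibition plus 3 SD, cut at about 35% in these data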;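 note: 0% = GSTO1-1 with DMSO and 100% = wells lacking GSTO1-1 enzyme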
PAD4 FP inh: blocks human protein arginine deiminase 4 | Q9UM07 | recombinant PAD4, RCA probe fluorescence polarization | inhibition, % at 6.36 µM | actives 0.41% (n = 330,000) | AID 485272;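 active = percent inhibition above a cutoff equal to the mean of all tested compounds plus 3 SD, cut at about 15% in these data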;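 note: 0% = PAD4 with RCA probe and DMSO and 100% = probe without PAD4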
PME-1 inh: blocks human protein phosphatase methylesterase 1. Q9Y570. recombinant PME-1, FP-Rh probe fluorescence polarization. inhibition, % at 5.9 µM. actives 0.53% (n = 320,000). AID 2130;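 active = inhibition above the campaign mean of all compounds plus 3 SD, cut at about 26% in these data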;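 note: competitive labeling of PME-1 active site by serine hydrolase directed probe; 0% = PME-1 with DMSO and 100% = wells lacking PME-1 enzyme; inhibitors block probe labeling so polarization falls and inhibition rises; many of its hits are not listed in these tables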
MEX-5 binding: C. elegans MEX-5 TCR-2 RNA binding activity; activity score (negative = inhibition of binding), % at 10 µM; actives 0.38% (n = 300,000); MEX-5/FITC-TCR2 RNA binding, fluorescence polarization; active compounds read low;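 active = inhibition past about -25% in most replicates, and total fluorescence under double the plate's negative control median, limit read from the data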;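 note: 0% = DMSO and -100% = 5 µM competing unlabeled TCR2 RNA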
Active calls of the source: *; . = not tested or not shown. A portion of the library (hit frequency here may not be typical).

canonical_smiles,MCL1-BIM inh,TPT1 inh,Bcl-xL primary,Fam108B counter,GLD-1 RNA inh,GSTO1 counter,PAD4 FP inh,PME-1 inh,MEX-5 binding
Cn1cc(CCC(=O)NC2CC2)c2ccccc21,-3.8,-1.2,2.3,-0.3,-0.5,3.4,-0.4,-0.1,-0.1
O=C(O)CCCN1C(=O)C2C3CCC(O3)C2C1=O (stereo not drawn),4.1,-0.5,4.5,-3.3,-1.4,6.9,0.6,1.1,1.8
CCOc1cccc2c1OC1(CCCCC1)N1N=C(c3cccnc3)CC21 (stereo not drawn),8.3,-0.3,4.1,-4.3,6.3,-1.5,-2.4,3.4,0.0
O=C(c1ccncc1)N(c1ccc2oc3c(c2c1)CCCC3)S(=O)(=O)c1cccc([N+](=O)[O-])c1,14.0,-3.5,5.5,-7.2,3.4,10.7,2.4,0.8,-2.1
O=C(C1CCN(S(=O)(=O)c2ccccc2)CC1)N1CCOCC1,-2.9,-3.2,-3.2,0.1,-4.5,2.1,-3.5,-3.9,-2.4
CCN(CC)CCSc1nc(O)c(-c2ccccc2)c(=O)n1-c1ccccc1,10.6,0.8,2.9,1.9,0.4,3.7,1.0,-0.7,-1.7
O=C(Cc1ccccc1)Nc1cc(C(=O)c2ccccc2)ccc1N1CCOCC1,-7.1,-1.6,-1.7,0.9,7.8,-1.9,-5.4,-1.7,1.6
CC(=O)Nc1ccc(S(=O)(=O)N2CCC(C(=O)NCCC(=O)NCc3ccncc3)CC2)cc1,3.0,2.0,1.2,-2.9,-4.9,0.4,1.3,-2.2,0.4
CCc1sc(C(=O)Nc2cccnc2)cc1Br,1.2,2.4,3.8,-2.7,-0.1,-0.8,0.8,3.3,-1.8
COc1ccc(-c2csc3ncnc(N4CCN(S(=O)(=O)c5cccc(C(F)(F)F)c5)CC4)c23)cc1,-1.8,-0.1,1.1,2.9,3.2,-4.3,0.6,-1.0,0.1
CCOC(=O)N1CCN(C(=O)CN(c2ccc(OC)c(OC)c2)S(C)(=O)=O)CC1,-11.5,2.7,-6.5,-2.2,-1.1,-2.9,-5.1,-1.4,5.4
O=C(CCN1CCN(c2ccccc2F)CC1)Nc1ccccc1Cl,7.7,4.7,3.6,1.4,-6.5,1.5,3.1,1.8,3.1
COc1ccccc1OCCSc1nc2ccccc2n1CC(N)=O,2.8,-1.4,7.1,0.2,3.5,7.8,-0.5,1.9,-2.2
CC(=O)c1ccc(NC(=S)NC(=O)/C=C/c2ccccc2)cc1,-1.1,0.4,-1.8,-8.6,0.1,-1.7,-0.2,-8.4,-1.4
O=C(Nc1nccs1)c1cnccn1,5.7,-6.2,5.2,0.4,-5.9,15.4,3.3,0.0,-4.7
O=C(Nc1nnc(-c2ccco2)o1)c1ccc(Cl)s1,7.8,1.4,3.8,-1.4,10.6,-48.5,-6.1,6.0,3.6
O=C(Nc1ccccc1)Nc1nnc(Cc2ccccc2F)s1,0.2,-1.5,5.6,-1.4,3.6,8.0,3.4,-5.4,-0.4
CC(C)c1ccc(NC(=O)C2CCCN(S(=O)(=O)c3cccnc3)C2)cc1 (stereo not drawn),-5.2,-3.5,5.2,1.4,-1.7,6.0,-1.4,-2.1,1.9
Cn1c(=O)c(-c2ccccc2)nn2c3ccccc3nc12,-5.3,-1.4,-3.0,1.8,13.2,-3.7,-7.0,0.7,-0.6
CN(C)CCCN(Cc1ccccc1)C(=S)Nc1cccc(C(F)(F)F)c1,10.8,0.6,1.5,1.1,-1.9,1.4,0.2,-7.5,1.6
COc1ccc(NC(=O)CSc2nnc(-c3ccccc3F)n2C2CC2)cc1S(N)(=O)=O,-14.8,-2.1,-4.6,3.7,-1.5,-1.9,0.2,-3.5,0.0
COc1ccc2[nH]c3c(=O)n(CCCC(=O)NC4CCC(C)CC4)c(=S)[nH]c3c2c1 (stereo not drawn),-8.0,-4.5,-1.4,-5.0,-12.3,0.8,-3.3,4.6,-1.8
COc1ccc(C(CNC(=O)Cc2ccccc2Cl)N2CCCCC2)cc1 (stereo not drawn),1.5,-0.6,-0.7,0.0,1.5,8.2,0.0,2.4,-0.8
CCN(CC(=O)Nc1cccc(S(=O)(=O)N(C)c2ccccc2)c1)Cc1cccs1,0.3,.,0.6,.,2.0,.,2.7,-1.1,.
O=C(NCc1ccco1)C1CCCN1C(=O)Nc1ccccc1 (stereo not drawn),-3.5,-0.8,5.3,4.5,-1.8,1.8,-5.0,6.0,-0.4
COc1ccccc1N1C(=O)c2ccccc2NC1C(OC)OC (stereo not drawn),0.1,-2.5,3.4,-0.7,6.5,3.4,-0.1,3.6,1.9
O=C(O)CCN1C(=O)S/C(=C\c2cccnc2)C1=O,1.1,6.9,-2.2,-0.7,-1.4,0.6,1.7,-2.5,1.7
Cc1nc(-c2cccs2)sc1C(=O)O,0.5,-0.5,5.4,1.5,7.2,0.1,1.5,5.6,1.6
O=C(CC(=O)NN=C1CCCC1)NCCc1ccccc1,2.6,-2.3,-0.8,-2.5,2.1,5.0,-2.5,3.0,0.5
O=C(CNc1cc(S(=O)(=O)N2CCOCC2)ccc1NCC1CCCO1)Nc1cccc(F)c1 (stereo not drawn),-6.2,0.3,-1.3,0.8,-2.5,-2.5,0.4,2.1,4.1
Cc1ccc(OCC(=O)N2CCN(c3nnc(-c4ccc(C)cc4)c4ccccc34)CC2)cc1,6.3,-5.0,8.9,9.5,3.2,10.2,-0.5,2.1,-0.9
O=C(NC(=S)Nc1ccc2oc(-c3cccnc3)nc2c1)c1cccc(Cl)c1,12.3,-3.9,4.6,-8.7,-5.4,-0.7,-4.4,-3.2,0.3
COc1ccc(NC(=O)C2CCCN(c3ncccn3)C2)cc1 (stereo not drawn),4.0,1.0,4.0,5.2,0.5,4.8,4.4,-5.2,0.1
Cc1ccc2c(c1)c1c(n2CC(O)CNC2CCCCC2)CCCC1 (stereo not drawn),3.7,-1.8,8.0,0.4,-1.2,-0.5,0.4,3.5,-4.6
CCc1c(C(=O)NCCc2cccc(C)c2)[nH]c(C)c1C(C)=O,-1.0,0.0,0.7,2.5,5.6,7.4,-2.4,1.8,3.7
CC(C)(C)c1ccc(C(=O)CSc2nc3ccccc3c(=O)[nH]2)cc1,-1.0,1.3,-0.8,2.5,10.0,13.1,-2.0,-2.8,1.9
CCOc1ccc(CN(C)C(C)C(=O)NCCc2ccc(F)cc2)cc1 (stereo not drawn),0.0,3.2,-0.5,-0.2,4.8,4.0,-2.9,-7.5,-0.5
COC(=O)[C@H](CC(C)C)NC(=O)N1CCCCC1,2.1,-1.1,4.7,0.1,8.7,-1.3,-1.3,1.5,-0.2
O=C(Nc1cccc(Cl)c1)OCc1ccccn1,1.5,-4.3,3.0,1.5,-1.6,-1.3,-15.5,-3.0,-1.5
CCOc1ccc(S(=O)(=O)N2CCN(c3ccccn3)CC2)cc1,14.2,-4.2,4.5,5.7,2.9,8.1,1.6,3.6,1.1
O=C(COc1ccccc1[N+](=O)[O-])N/N=C/c1ccc(OC(=O)c2ccco2)cc1,1.2,0.1,4.3,-8.8,2.2,2.8,9.8,-6.3,0.1
COc1cc2c(=O)n(Cc3ccccc3)c(=O)n(CC(=O)NCCc3ccccc3)c2cc1OC,8.9,0.3,4.6,0.4,3.9,1.2,-0.8,2.8,-1.6
Cc1ccc(S(=O)(=O)Nc2ccc(OCC(=O)N3CCOCC3)cc2)c(C)c1NS(C)(=O)=O,4.3,-3.4,9.4,-0.8,-2.5,14.2,7.0,-6.2,-1.1
Cc1ccc(C)c(N2CCN(C(=O)Cc3c(C(=O)O)[nH]c4ccc(Cl)cc34)CC2)c1,2.0,2.3,9.9,1.4,8.3,4.9,-1.4,-4.5,0.2
CCOC(=O)C1CCN(c2c(NCCCN(CC)c3ccccc3)c(=O)c2=O)CC1,-1.4,-1.6,4.0,-0.2,4.1,0.7,-4.3,7.6,1.8
Cc1ccc(-c2nc(SCC(=O)Nc3ccccc3OC(F)F)c3c(C)c(C(=O)O)sc3n2)cc1,54.1*,1.1,6.5,-20.6,0.1,-90.5,-4.9,-30.4,-1.7
COC(=O)C(CC(=O)c1ccc(C)cc1)n1nc(C)cc1C (stereo not drawn),-0.5,-2.2,-1.4,1.4,9.0,4.5,0.6,2.1,-1.0
CCN(c1ccccc1C)S(=O)(=O)c1cc2c3c(c1)CCN3C(=O)CC2,8.1,-1.8,5.5,2.6,1.4,2.0,1.0,1.9,-0.7
Cc1ccc(S(=O)(=O)N2CCCC2CNC(=O)c2ccc(F)c(F)c2)cc1 (stereo not drawn),-4.5,-2.7,1.6,0.7,-6.2,-6.1,-3.5,3.2,-0.7
O=C(Nc1ccc(N2CCOCC2)cc1)C1CC(=O)N(c2ccccc2)C1 (stereo not drawn),4.2,1.5,3.7,-0.1,2.7,3.7,-2.8,2.0,3.6
COc1ccc(CCNC(=O)CN2C(=O)c3cccc4cccc(c34)C2=O)cc1OC,-8.6,-2.1,-7.7,1.3,-0.7,0.6,-2.0,1.2,-2.3
CC(=O)C[C@H]1c2cc(F)ccc2S(=O)(=O)N1c1ccc(N(C)C)cc1,8.1,-0.5,6.0,-1.4,4.1,0.6,3.5,2.5,-2.9
CCc1ccc(OCC(=O)NNC(=O)CNC(=O)c2ccc(Br)o2)cc1,3.7,.,3.6,.,5.3,.,1.2,-4.8,.
CCOC(=O)CSc1nnc([C@@H](NC(=O)OC(C)(C)C)C(C)C)o1,2.6,3.5,7.9,10.5,7.4,6.9,0.5,0.4,-0.1
Cc1ccccc1C=O,0.2,.,2.5,.,2.1,.,-7.4,2.2,.
COc1cccc(N(C(=O)CS(=O)CC(=O)Nc2ccc(F)cc2)C(C(=O)NC2CCCCC2)c2cccs2)c1 (stereo not drawn),3.6,1.2,7.1,-6.3,-1.4,-1.4,4.1,-5.9,0.8
Cc1nc2ccccc2n1S(=O)(=O)c1ccc(F)cc1,14.0,-2.7,0.5,-1.5,-3.0,-1.1,-2.8,-1.3,1.1
COc1cc2c(cc1OC)CN(Cc1ccccc1)CC2,-3.7,2.3,0.1,-4.3,-4.9,4.2,1.4,-2.7,-3.3
O=C(C1=C[C@H](C2CCCCC2)C[C@H](OCCCCO)O1)N1CCN(Cc2ccc3c(c2)OCO3)CC1,-1.4,0.7,1.3,3.2,-4.7,-0.8,3.1,8.5,1.4
CCOC(=O)N1CCN(C(=O)c2ccc3c(c2)ncn3C2CCCC2)CC1,13.6,-2.8,5.8,8.7,-6.4,4.2,0.9,-3.6,0.3
COc1cc(/C=N/NC(=O)C2CCN(CC(O)COCc3ccccc3)CC2)ccc1O (stereo not drawn),0.9,3.5,5.0,-2.2,2.7,-9.0,-3.7,0.6,4.8
COC(=O)COc1ccc(S(=O)(=O)N2CCN(c3ccccc3F)CC2)cc1C,7.6,-2.3,4.2,1.9,-8.0,-4.3,1.5,-2.4,3.3

Assay outcomes from PubChem BioAssay.
